Screens from PubChem BioAssay.
Tb PFK block – blocks T. brucei phosphofructokinase. O15648. T. brucei PFK, ADP-Glo luminescence. Potency, µM (series often up to 57.5 µM), for inactives: at the top dose activity, negative = inhibition, most hits filed as inhibitors. actives 0.17% (n = 330,000). AID 485367;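 note: potency is the fitted concentration of half-maximal effect; 0% = uninhibited 1x PFK enzyme wells and -100% = no-enzyme wells; nearly all actives have a fitted effect of over 60% in size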
Target sequence (O15648 whole entry, looked up): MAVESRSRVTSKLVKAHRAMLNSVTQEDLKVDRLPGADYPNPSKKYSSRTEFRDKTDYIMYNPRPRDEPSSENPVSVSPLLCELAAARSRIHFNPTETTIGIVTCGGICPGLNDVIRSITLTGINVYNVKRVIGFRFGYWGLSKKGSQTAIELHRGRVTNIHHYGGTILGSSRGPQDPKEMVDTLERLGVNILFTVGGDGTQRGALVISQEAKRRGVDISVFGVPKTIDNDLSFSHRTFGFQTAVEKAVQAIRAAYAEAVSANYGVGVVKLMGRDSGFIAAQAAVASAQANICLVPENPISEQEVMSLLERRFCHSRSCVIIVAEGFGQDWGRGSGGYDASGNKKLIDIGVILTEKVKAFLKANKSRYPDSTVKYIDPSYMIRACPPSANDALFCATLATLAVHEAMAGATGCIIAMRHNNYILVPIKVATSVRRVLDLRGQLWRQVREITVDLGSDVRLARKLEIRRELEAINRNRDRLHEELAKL
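ADP-Glo luminescence quantified ADP after 45 min at room temperature, with 1.25 nM T. brucei PFK, 0.1 mM ATP and 0.5 mM fructose-6-phosphate in pH 8.0 TEA buffer. qHTS titrations up to 57 µM; curves classified by quality.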
Rab9 prom act – Rab9 promoter activation; Huh7 Rab9 promoter-luciferase reporter, luminescence, 24 h; Potency, µM (doses to about 9.22 µM), for the others: at the top dose activation, negative = inhibition, most hits filed as activators; actives 2.8% (n = 320,000); AID 485297; note: potency is the fitted concentration of half-maximal effect; % of control where 0% means no effect; nearly all actives have a fitted effect of over 60% in size
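Huh7 cells stably carrying a Rab9 promoter-luciferase reporter, 1500 cells per well in OP-MEM I with 10% FBS, treated with compound 24 hours at 37C. Luciferase activity read by luminescence after 10 minutes with Amplite reagent.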
KCNH2 3.1 inh – inhibitors of human KCNH2 3.1 potassium channel isoform; activity change, % (tested at about 1.8 µM); U2OS KCNH2 3.1, thallium flux FluxOr; hits give low values; AID 720553; actives 0.95% (n = 340,000);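 active = maximum activity change below -70%; inconclusive = maximum activity change from -70% to -50%; inactive = maximum activity change above -50%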;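 note: thallium influx rate constant from kinetic fluorescence after stimulation buffer; % is set by controls: 0 for no effect and ±100 for the full control effect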
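Virally transduced U2OS (3.1 isoform, 4 h infection in dark at RT) → overnight 37 C → FluxOr + Red40 in HBSS/HEPES, 45 min → stimulation buffer, 2 min kinetic read → rate constant vs DMSO controls.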
uPA generation – blocks generation of uPA at the cell surface; cell surface uPA generation assay, qHTS; actives 0.31% (n = 330,000); AID 540303; Potency, µM (doses to about 38.3 µM), for inactives: top-dose activity change, negative = inhibition, actives largely listed as inhibitors; active = well fitted inhibition curve with a large enough effect; inconclusive = small, poorly fitted or top-dose-only effect; inactive = no such curve, though single readings can be large or run the other way; tested in mouse RAW 264.7 cells; note: potency is the fitted concentration of half-maximal effect; % is set by controls: 0 for no effect and ±100 for the full control effect; nearly all actives have a fitted effect of over 55% in size
RORg inh – ROR gamma (mouse) transcription inhibition | P51450 | AID 2551 | Drosophila S2 Gal4-RORgamma UAS-luciferase reporter, 20 h | Potency, µM (titrated, usually from 53.6 µM), without a hit: at the top dose activity change, negative = inhibition, hits mostly inhibitors | actives 5.4% (n = 310,000); note: potency is the fitted concentration of half-maximal effect; % is set by controls: 0 for no effect and ±100 for the full control effect; nearly all actives have a fitted effect of over 60% in size
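ROR gamma transcriptional activity was tracked as Gal4-UAS luciferase output in stably transfected Drosophila Schneider cells, with compound added 1 hr before 700 uM copper sulfate induction and a 20 hr ambient-temperature incubation.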
ELG1 genotoxic – inducers of genotoxicity in HEK293T ELG1-luciferase cells; HEK293T ELG1-luciferase reporter, luminescence, 16 h; Potency, µM (titrated, usually from 46 µM), for inactives: at the top dose activity change, positive = activation, usual class: activators; actives 1.3% (n = 330,000); note: potency is the fitted concentration of half-maximal effect; % of control where 0% means no effect; nearly all actives have a fitted effect of over 60% in size
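HEK293T cells expressing luciferase-tagged ELG1 were treated with compound or DMSO for 16 hr at 37°C. Luciferase activity was then read after 30 min with ONE-Glo at room temperature; rising signal flags genetic stress.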
Gal4-VP16 FLuc – Gal4-VP16 reporter inhibition counter-screen; Drosophila S2 Gal4-VP16 UAS-luciferase, luminescence, 20 h; Potency, µM (doses to about 53.6 µM), without a hit: top-dose activity, negative = inhibition, hits mostly inhibitors; actives 3.5% (n = 310,000);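 note: Gal4-VP16 expression switched on by copper sulfate through the metallothionein promoter; potency is the fitted concentration of half-maximal effect; % is set by controls: 0 for no effect and ±100 for the full control effect; nearly all actives have a fitted effect of over 50% in size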
Giardia killer – kills Giardia lamblia; AID 540267; Giardia lamblia trophozoite viability; activity change, % at 7.66 µM, hits read low; actives 0.15% (n = 340,000); in the data active = activity change below about -80%; inconclusive = between about -30% and that limit;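 note: parasites exposed to compound for two days anaerobically before the ATP read; % is set by controls: 0 for no effect and ±100 for the full control effect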
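Compounds were tested on trophozoites seeded at 100 cells/well and held 48 hrs at 37 deg C anaerobically. An ATP-based luminescent kit measured the remaining live cells.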
FLuc counter – counter-screen for miR-21 project: firefly luciferase inhibitors or activators. P08659. AID 588342. actives 6.9% (n = 360,000). purified FLuc, Km substrates, luminescence inhibition. Potency, µM (top dose mostly 57.5 µM), inactives show at the highest dose activity change, negative = inhibition, most hits filed as inhibitors;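 note: potency is the fitted concentration of half-maximal effect; plate controls were vehicle for no effect and reference inhibitor for full effect; nearly all actives have a fitted effect of over 55% in size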
Target sequence (P08659 whole entry, looked up): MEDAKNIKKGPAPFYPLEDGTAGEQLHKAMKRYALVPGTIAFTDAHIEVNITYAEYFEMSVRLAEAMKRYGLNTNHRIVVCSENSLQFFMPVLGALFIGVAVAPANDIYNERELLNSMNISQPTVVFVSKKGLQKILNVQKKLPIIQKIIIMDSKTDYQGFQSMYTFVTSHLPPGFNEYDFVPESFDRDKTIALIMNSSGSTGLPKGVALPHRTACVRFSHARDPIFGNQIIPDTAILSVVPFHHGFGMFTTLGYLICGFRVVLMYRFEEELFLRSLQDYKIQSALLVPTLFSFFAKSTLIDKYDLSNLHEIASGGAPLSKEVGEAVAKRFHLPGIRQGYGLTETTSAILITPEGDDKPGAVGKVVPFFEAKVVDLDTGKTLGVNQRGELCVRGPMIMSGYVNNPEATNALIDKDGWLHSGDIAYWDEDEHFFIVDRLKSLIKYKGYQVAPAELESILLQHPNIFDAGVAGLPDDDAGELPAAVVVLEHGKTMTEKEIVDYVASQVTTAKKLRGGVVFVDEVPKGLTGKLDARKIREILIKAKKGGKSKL
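Purified P. pyralis luciferase (10nM final) with 10uM D-luciferin and 10uM ATP (Km levels) in 50mM Tris acetate pH 7.5, 10mM Mg acetate, 0.01% Tween-20, 0.05% BSA; qHTS 6-point titration, ~60 µM downward; luminescence read.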
FBPA coupling cs – coupling enzyme interference in Giardia aldolase counter-screen; coupling enzyme system counterscreen, AmpLite Red fluorescence; activity change, negative = inhibition, % at 58.2 µM, hits read low; actives 0.67% (n = 290,000); in the data active = activity change below about -30%; note: % is set by controls: 0 for no effect and ±100 for the full control effect
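Counterscreen of the coupled detection system alone, without aldolase: glyceraldehyde-3-phosphate coupling enzymes plus AmpLite Red readout. Compounds at 57.5 uM final, 10 min RT preincubation, 20 min RT reaction, fluorescence 525/598 nm.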
NPC1 promoter act – activates the NPC1 promoter; Huh7 NPC1 promoter luciferase reporter, 24 h; Potency, µM (highest dose often 9.22 µM), for the others: at the highest dose activation, usual class: activators; actives 2.4% (n = 320,000); AID 485313;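 note: potency is the fitted concentration of half-maximal effect; % of control where 0% means no effect; nearly all actives have a fitted effect of over 60% in size; reporter is driven by a mutant NPC1 promoter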
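Cells: Huh7 expressing luciferase under the NPC1 promoter, 1500/well. Seeded 2 h, compound added, incubated 24 h at 37 °C. Luciferase reagent, 10 min ambient, then luminescence.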
Active calls of the source: *; u = inconclusive; x = no result given; [ ] = dose if it differs, or a comment. Unless noted, calls come from the whole dose curve; as a rule, active = well fitted curve in the direction sought with a large enough effect; inconclusive = small, poorly fitted or top-dose-only effect, or another doubt; inactive = no such curve, though single readings can be large; an effect the other way counts as inactive or inconclusive.

SMILES	Tb PFK block	Rab9 prom act	KCNH2 3.1 inh	uPA generation	RORg inh	ELG1 genotoxic	Gal4-VP16 FLuc	Giardia killer	FLuc counter	FBPA coupling cs	NPC1 promoter act
Cc1cc(C)c(NC(=O)c2cc(=O)c3ccccc3o2)c(C)c1	-1%	-5%	4	18%	-35%	-6%	u	-10	-2%	0	0%
Brc1ccc(-c2csc(/N=C/N3CCOCC3)n2)cc1	-6%	u	0	-5%	15%	18µM*	-3%	-14	15µM*	0	u
COc1ccc(OC)c(/C=N\NC(=O)c2cc3c(ccc4ccccc43)o2)c1	0%	4%	-34	-7%	-36%	-9%	-13%	-6	-14%	x	2%
Cn1cc(C(=O)c2ccc(Cl)cc2Cl)cc1C(=O)NN	1%	3%	-8	1%	2%	-7%	2%	-4	0%	0	-1%
COc1ccc(-c2nnn(CC(=O)N3CCN(c4ccccc4OC)CC3)n2)cc1OC	-7%	-14%	1	-1%	-1%	-5%	-6%	3	5%	-6	-5%
CC(C(=O)O)N1C(=O)/C(=C/C=C/c2ccco2)SC1=S (stereo not given)	3µM*	1%	12	4%	-9%	0%	0%	-12	17µM*	x	8%
C#CCN(C(=O)c1ccc(OC2CCN(C(=O)CCOC)CC2)cc1)C1CCCCC1	-1%	1%	-18	-3%	22%	-2%	3%	3	1%	2	-3%
Cn1c(=S)oc2ccccc21	0%	-6%	4	1%	-2%	-3%	-10%	6	-2%	-3	-4%
O=C(CCCOc1ccccc1)NCC1CCCO1 (stereo not given)	0%	-10%	-13	3%	14%	-1%	7%	24	-20%	1	-5%
COc1ccc(NC(=O)CSc2nnc(C3CC3)n2C)cc1S(=O)(=O)N1CCCCC1	-2%	-2%	-9	9%	x	1%	x	14	5%	x	5%
CC1CCN(S(=O)(=O)c2ccc(NC(=O)c3ccccc3F)cc2)CC1	-3%	-3%	1	7%	u	-3%	-23%	1	2%	-1	-3%
O=C1C2Sc3[nH]c(=O)sc3C(c3ccccc3)C2C(=O)N1c1ccccc1 (stereo not given)	-5%	-3%	-11	-3%	24%	-3%	-2%	9	-1%	x	1%
C/C(=N\NS(=O)(=O)c1ccc(C)cc1)c1cc2ccccc2oc1=O	2%	-8%	2	-1%	-7%	-1%	7%	8	u	5	1%
COC(=O)c1sc(NC(=O)CSc2nnnn2C)nc1C	-1%	2µM*	-13	1%	4%	15µM*	2%	-3	17µM*	1	2.2µM*
O=c1c[n+]([O-])c2ccccc2n1OCc1ccccn1	-1%	-5%	8	-5%	-23%	-2%	0%	7	3%	1	2%
CN(C)CCCN(C(=O)C1=COCCO1)c1nc2ccc(Br)cc2s1	-4%	-4%	u	4%	0%	u	-15%	-10	-3%	0	-2%
Cc1c(-c2csc(N)n2)cnn1C	2%	-1%	6	5%	27%	7%	23%	-8	-1%	-2	2%
Cc1cc(-c2ccc(C)c(S(=O)(=O)N3CCN(c4ccc([N+](=O)[O-])cc4)CC3)c2)on1	3%	-36%[inhibitor]	-96*	2%	-9%	-3%	-12%	u	0%	x	-29%
CSc1nsc(/C=C/Nc2ccc(F)cc2F)c1C#N	-1%	-3%	-6	7%	25%	0%	-10%	5	-20%	-14	2%
O=C(O)c1ccccc1C(=O)Nc1ccc(-n2ccc(C(F)(F)F)n2)cc1	0%	-6%	4	2%	26%	0%	-1%	-6	u	6	-8%
CC(=O)Nc1sc(C)c(C)c1C(=O)OCC(=O)N(C)C1CCS(=O)(=O)C1 (stereo not given)	4%	-8%	-2	-5%	1%[10 µM]	-1%	u	1	1%	4	u
COC(=O)[C@H]1C2CCC(C(=O)OC)(CC2)[C@H]1C(=O)OC	-7%	-3%	20	2%	0%	0%	-13%	-5	3%	3	1%
Cc1cc([N+](=O)[O-])nn1CC(=O)N(C)Cc1ccccc1	-5%	-2%	0	-4%	-1%	-1%	-1%	14	-2%	1	-3%
CCN(c1ccccc1)S(=O)(=O)c1ccc(Cl)c(NC(=O)CNC(C)c2ccccc2)c1 (stereo not given)	3%	x	-9	-8%	x	0%	x	-19	x	x	x
CN1CCN(S(=O)(=O)c2cccc(C(=O)Nc3ccccc3N3CCCC3)c2)CC1	-4%	-2%	x	-2%	-1%	4%	9%	33[activator]	0%	x	-1%
SMILES	Tb PFK block	Rab9 prom act	KCNH2 3.1 inh	uPA generation	RORg inh	ELG1 genotoxic	Gal4-VP16 FLuc	Giardia killer	FLuc counter	FBPA coupling cs	NPC1 promoter act
CCN1C(=O)[C@H]2[C@@H](c3ccc(C)cc3)N3C(=O)N(c4ccc(C(F)(F)F)cc4)C(=O)[C@@]3(Cc3ccccc3)[C@H]2C1=O	0%	0%	u	-8%	20%	2%	4%	-15	2%	-4	0%
Cc1cc(=O)[nH]c2nnnn12	-12%	-1%	3	3%	13%	4%	1%	-2	-2%	1	-1%
COc1ccc(N=NC2=C(O)CC(C)(C)CC2=O)c(OC)c1	4%	14%	2	0%	-3%	7%	22%	-3	u	-3	7%
CCOC(=O)CC1(NC(=O)C2CCC(=O)N(CCc3ccccc3)C2)CCCCC1 (stereo not given)	-3%	16%	7	-2%	19%	1%	-5%	-4	-14%	0	1%
O=C(CC(C(=O)O)c1ccccc1)Nc1ccccc1 (stereo not given)	1%	13%	12	1%	0%	2%	-8%	-4	1%	1	0%
CC1(C)CC(=O)C2=C(C1)OC1=C(C(=O)CC(C)(C)C1)C2(C)C	0%	-6%	x	x	-3%	0%	7%	x	-1%	-1	-1%
COc1cccc(N2C(C(C)=O)=NN(c3ccccc3)C2c2ccc(N3CCOCC3)cc2)c1 (stereo not given)	-7%	5%	9	-5%	3%	u	-8%	-22	u	1	0%
COc1ccc(C(=O)N/C(=C\c2cn(C)c3ccccc23)C(=O)NCCCn2ccnc2)cc1OC	0%	-5%	15	3%	-2%	1%	-7%	-12	1%	x	-13%
Cc1ccc2c(c1)c1c(n2CC2COC(C)(C)O2)C(=O)CCC1 (stereo not given)	-6%	4%	-7	3%	1%	1%	-1%	4	1%	1	-1%
O=C(COC(=O)c1cccs1)Nc1ccc(S(=O)(=O)N2CCOCC2)cc1	0%	-4%	6	0%	20%	3%	3%	10	2%	2	-3%
CSc1nnc2c(n1)OC=Nc1ccccc1-2	0%	15%	1	1%	-5%	-1%	1%	-10	1%	3	0%
CCOC(=O)C1Cc2ccccc2C(=O)O1 (stereo not given)	0%	3%	6	8%	6%[10 µM]	-4%	-2%	5	1%	-1	1%
Cc1nnc(NC(=O)C2CCCC2)s1	-5%	-6%	3	0%	-36%	3%	1%	7	3%	x	-2%
Cc1occc1C(=O)NNC(=O)Nc1ccc([N+](=O)[O-])cc1	-19%	-11%	10	-3%	5%	0%	22%	16	0%	-4	-2%
COc1ccc(C(CNC(=O)c2cc(=O)[nH]c3ccccc23)N2CCCC2)cc1 (stereo not given)	8%[0.46 µM]	4%	-1	2%	0%	-1%	8%	13	3%	2	-2%
NS(=O)(=O)c1ccc(CCNS(=O)(=O)c2ccc(Cl)s2)cc1	3%	x	5	-5%	x	-2%	x	0	x	x	x
CCOC(=O)COc1coc(CN2CCN(c3ccccc3)CC2)cc1=O	-4%	0%	-19	-1%	-3%	3%	-5%	-7	2%	x	2%
O=C(Cc1ccc(Cl)cc1)NNC1CC(=O)N(c2ccc3ccccc3c2)C1=O (stereo not given)	3%	-2%	-3	-2%	-8%	1%	-22%	-19	-1%	2	-2%
COCCOc1ccc(C(F)(F)F)cc1NC(=O)CN1C(=O)NC2(CCCc3ccccc32)C1=O (stereo not given)	-2%	x	-18	1%	x	1%	x	0	x	x	x
Cc1ccc(C)c(S(=O)(=O)Nc2ccc(C(=O)N3CC(C)OC(C)C3)cc2)c1 (stereo not given)	-6%	-2%	30	8%	x	4%	x	4	x	x	-4%
CCCc1ccc2oc(C(=O)N(C)Cc3nccs3)c(C)c2c1	-1%	u	15	0%	u	23µM*	-18%	-11	15µM*	x	u
Cc1ccc(C(=O)NCCN2C3=NC[C@@H](Cc4ccccc4)N3C[C@H]2Cc2ccc(O)cc2)cc1Br	0%	-4%	-2	-2%	18%	-10%	-13%	-9	0%	0	-3%
Cc1ccc(C)c(NC(=O)Nc2ccc3c(c2)OCO3)c1	1%	u	9	-3%	12%	u	-5%	-21	u	x	u
CC(=O)C1C(c2ccc(F)cc2)c2c(noc2C)CC1(C)O (stereo not given)	1%	12%	-2	12%	2%	-1%	-7%	10	0%	5	-7%
CCN(CC)S(=O)(=O)c1ccc(NC(=O)c2cccc3c2C(=O)N(CCOC)C3)cc1	-4%	1%	2	-4%	30%	11%	1%	7	3%	4	0%
